# GSK3 alpha inh: blocks human GSK-3 alpha kinase. AID 2650. P49840. inhibition, % at 10 µM. ADP-Glo luminescence, 60 min. 0.1% of 320,000 active;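 in the data active = inhibition above about 50%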;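 note: GST-tagged GSK-3 alpha with peptide substrate and 25 µM ATP; 0% = DMSO neutral wells and 100% = GW8510 positive control wells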
# Target sequence (P49840 whole entry, looked up): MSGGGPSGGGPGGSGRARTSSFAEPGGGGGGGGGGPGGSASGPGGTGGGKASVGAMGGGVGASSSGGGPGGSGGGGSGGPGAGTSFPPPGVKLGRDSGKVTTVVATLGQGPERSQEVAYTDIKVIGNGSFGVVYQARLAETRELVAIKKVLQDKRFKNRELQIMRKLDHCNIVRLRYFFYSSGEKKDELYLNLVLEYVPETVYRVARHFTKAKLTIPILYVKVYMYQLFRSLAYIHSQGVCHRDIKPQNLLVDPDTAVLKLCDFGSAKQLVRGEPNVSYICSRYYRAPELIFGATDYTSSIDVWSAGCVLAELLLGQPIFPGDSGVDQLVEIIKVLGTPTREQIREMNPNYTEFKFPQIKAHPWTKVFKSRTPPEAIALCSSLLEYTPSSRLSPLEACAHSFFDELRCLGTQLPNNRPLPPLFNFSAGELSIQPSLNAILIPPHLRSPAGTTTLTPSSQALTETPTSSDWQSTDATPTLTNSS
# IEC-6 tox: counter-screen for KLF5 inhibitors: cytotoxicity in IEC-6 cells. inhibition, % at 5 µM. 0.78% of 290,000 active. IEC-6 cytotoxicity, luminescence viability. AID 1825; in the data active = inhibition above about 22%;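 note: 0% = plate median of test compound wells and 100% = cytotoxic reference compound wells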
# HSF1 activator: increases HSF-1 driven luciferase reporter signal; NIH3T3-HGL HSF-1 luciferase reporter, MG132, 8 h; 100% = twice DMSO control signal; activation, % at 9 µM; 1.7% of 300,000 active;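 active = mean replicate activation of at least 50% with a set share of replicates each reaching 50%; inconclusive = only one of those two conditions met; inactive = mean below 50% and too few replicates reaching it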;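 note: 0% = median of the neutral control wells and 100% = twice that signal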
# AI-2 QS modul: modulators of Vibrio harveyi AI-2 quorum sensing system. Vibrio harveyi JMH597 AI-2 luminescence/OD600 ratio, 9 h; stronger effect = lower value; strain lacks LuxN and CqsS sensors; 0 = neutral-control median. 0.4% of 300,000 active. activity change, % at 7.5 µM; in the data active = activity change below about -75%, passing the limit was not always enough; inconclusive = no clear call, values can overlap the other calls;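 note: luminescence divided by OD600 gain over 9 h not by final OD600 alone; inactives centre near 13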
# PolyA inhibitor: blocks polyadenylation in yeast reporter cells. calls only at 12 µM. 0.02% of 300,000 active. S. cerevisiae SKY197-pL101 polyadenylation reporter, beta-gal luminescence; efflux-impaired pdr1/pdr3 knockout yeast; score 100 = 6 SD above DMSO;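 active = lowest replicate activity score at least 50, where 100 means six control SD above control mean; inconclusive = lowest score under 50 but half or more replicates reach 50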;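 note: yeast exposed to compound for 9 h at 30 °C; higher score means more reporter readthrough which indicates perturbed polyadenylation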
# HSP90 inh: blocks HSP90-mediated luciferase refolding in reticulocyte lysate; 0.91% of 290,000 active; AID 1789; inhibition, % at 5.6 µM; Rabbit reticulocyte lysate, luciferase refolding luminescence, 3 h;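 active = inhibition above the screen-wide mean plus 3 SD, computed separately per campaign, cut at about 16% in these data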;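 note: 0% = DMSO wells and 100% = 60 µM geldanamycin wells; inhibitors lower the luminescence because luciferase stays unfolded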
# HSF1 inhib: HSF1 inhibition. NIH3T3-HGL HSE-luciferase, MG132-induced, luminescence 8 h; stronger effect = lower value. activity change, negative = inhibition, % at 7.5 µM (by protocol). 0.77% of 300,000 active. AID 2098;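 active = more than half of replicate wells show activity change below -50%, luminescence cut by over half; inconclusive = some wells, but at most half, below -50%; inactive = no replicate well below -50%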;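 note: luciferase reports HSF-1 transcriptional activity via heat shock element; 0% = median of DMSO wells and -100% = zero luminescence signal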
# KLF5 inhibitor: inhibitors of KLF5 expression | 0.23% of 290,000 active | inhibition, % at 5 µM | DLD-1 KLF5 promoter-luciferase reporter, luminescence | AID 1700;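 active = inhibition above a per-plate limit of that plate's mean compound inhibition plus 3 SD, cut at about 60% in these data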;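 note: 0% = DMSO wells and 100% = LY294002 at 200 µM; higher means less KLF5 promoter-driven luciferase light; inactives centre near -14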
# GSK3B inh: inhibitors of human GSK3beta kinase. P49841. 0.038% of 300,000 active. GST-GSK3beta kinase, ADP-Glo luminescence, 60 min; stronger effect = lower value. activity score (negative = inhibition), % at 10 µM. AID 2097;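 active = more than half of replicate wells score below -50%, meaning over 50% inhibition versus plate controls; inconclusive = some replicates but at most half score below -50%; inactive = no replicate scores below -50%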;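 note: 0% = median DMSO wells and -100% = median GW8510 positive control wells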
# Target sequence (P49841 whole entry, looked up): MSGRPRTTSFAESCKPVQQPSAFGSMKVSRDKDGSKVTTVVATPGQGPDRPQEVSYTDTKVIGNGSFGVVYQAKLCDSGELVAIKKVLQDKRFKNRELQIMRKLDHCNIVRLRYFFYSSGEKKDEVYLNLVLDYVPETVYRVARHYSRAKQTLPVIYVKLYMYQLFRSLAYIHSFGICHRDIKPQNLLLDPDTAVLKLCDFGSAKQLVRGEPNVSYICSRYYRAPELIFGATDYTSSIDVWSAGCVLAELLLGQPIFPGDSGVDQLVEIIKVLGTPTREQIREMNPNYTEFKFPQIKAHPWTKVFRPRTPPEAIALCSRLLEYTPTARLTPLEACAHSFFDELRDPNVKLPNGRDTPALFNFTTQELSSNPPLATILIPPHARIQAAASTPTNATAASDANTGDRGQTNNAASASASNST
#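 Test system: GST-tagged human GSK3beta kinase, cell-free; evaluation: activity score scaled between in-plate DMSO and GW8510 controls; measured by: ADP-Glo luminescence; incubation: 60 min reaction, RT; benchmarks: DMSO and 20 µM GW8510; reagent: peptide substrate plus 25 µM ATP (final); medium: Tris/MgCl2 kinase buffer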
# aSyn UTR inh: MLPCN primary screen, SNCA 5' untranslated region; inhibition, % (tested at 7.5 µM); alpha-synuclein 5'UTR reporter, inhibitor activity; 0.82% of 300,000 active; AID 1813; in the data active = inhibition above about 60%; inconclusive = no clear call, values can overlap the other calls;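 note: H4 neuroglioblastoma cells stably carrying SNCA 5'UTR luciferase fusion; 0% = DMSO wells and 100% = positive control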
# Numbers without * were called inactive; i = inactive; ? = inconclusive; · = no result given. Not all compounds are listed. The share of hits here may be higher or lower than overall.
SMILES,GSK3 alpha inh,IEC-6 tox,HSF1 activator,AI-2 QS modul,PolyA inhibitor,HSP90 inh,HSF1 inhib,KLF5 inhibitor,GSK3B inh,aSyn UTR inh
COc1cccc(N2CCN(C(=O)C3CCCN(S(=O)(=O)c4ccc5c(c4)oc(=O)n5C)C3)CC2)c1 (stereo unspecified),-1,8,4,56,i,-7,5,-25,2,11
O=C1C(=C2CCCCC2)SC(=S)N1Cc1ccco1,-2,-10,24,3,i,4,10,-22,0,-37
Cc1nc2ccc(NC(=O)c3ccc([N+](=O)[O-])cc3)cc2s1,-3,5,24,16,i,0,16,-6,4,-51
Cc1cccc(NC(=O)CN(C)S(=O)(=O)c2ccc(Br)cc2)n1,0,-4,-1,26,i,-1,-3,-21,-1,4
O=C(O)C1CCCCC1C(=O)Nc1cnn(Cc2ccccc2)c1 (stereo unspecified),9,1,4,-29,i,-1,-4,-12,-2,-9
Cc1ccccc1NC(=O)CC1SC(=NC2CCCCC2)NC1=O (stereo unspecified),-1,-3,10,9,i,1,-1,-27,4,5
CC1CCN(CCCCOc2ccccc2Br)CC1,0,3,-5,4,i,0,-10,-10,0,-4
O=C(Cc1c(F)cccc1Cl)NNC(=S)Nc1ccc(S(=O)(=O)Nc2ncccn2)cc1,-4,-2,-10,14,i,-4,-2,-37,4,-10
CC(=O)Oc1c(S(=O)(=O)c2ccccc2)c(C)nn1C(C)(C)C,0,-1,8,11,i,2,5,-9,1,9
COc1cccc(C(=O)Nc2ccc(NC(=O)c3ccco3)c(Cl)c2)c1,0,2,-1,-3,i,6,1,-41,0,-9
Nc1ccc(NC(=O)c2ccco2)c(Cl)c1,-4,-2,56*,25,i,-9,18,-40,4,-39
CCOC(=O)N1CCN(C(=O)Nc2cccc3ccccc23)CC1,·,1,1,27,i,2,0,-11,4,10
CCSc1oc(-c2cccs2)nc1S(=O)(=O)c1ccccc1,2,-2,41,25,i,-5,13,0,2,20
COC(=O)c1cc(NC(=O)CN(c2ccc3c(c2)OCO3)S(C)(=O)=O)ccc1Cl,1,-4,18,?,i,-4,8,-9,5,13
c1ccc(-c2nc(C3CCCCC3)c3ccccc3n2)cc1,-1,·,4,23,i,·,2,·,-2,19
CCCCn1c(N)c(N(CCC(C)C)C(=O)c2ccc([N+](=O)[O-])s2)c(=O)[nH]c1=O,0,·,40,8,i,·,22,·,-2,10
CCCNC(=O)CSc1nnc(-c2ccccc2Br)n1-c1cccc(C(F)(F)F)c1,·,0,2,5,·,3,3,-4,-2,-5
N#Cc1ccc(COC(=O)C2CCC(=O)N2)cc1 (stereo unspecified),-1,-2,-11,4,i,-1,3,-55,4,6
O=C(O)CCCCn1c(SCc2ccccc2Cl)nc2ccsc2c1=O,·,13,22,2,i,-3,0,5,-4,41
COc1ccc(N2C(=O)NC(NS(=O)(=O)c3ccc(NC(C)=O)cc3)(C(F)(F)F)C2=O)cc1 (stereo unspecified),-2,0,-2,30,i,2,0,2,-2,0
CCOc1ccc(CONS(=O)(=O)c2ccc(NC(C)=O)cc2)cc1Cl,2,4,0,10,i,1,-2,5,0,-4
CS(=O)(=O)N1CCN(c2ccccc2NC(=O)Cc2ccc(Cl)cc2)CC1,-1,-3,3,10,i,-4,-2,-3,2,-5
O=C(CN1C(=O)c2ccc([N+](=O)[O-])cc2C1=O)NCCC1=CCCCC1,0,·,6,14,i,·,-3,·,-3,14
Nc1nc(CN2CCN(c3ccccn3)CC2)nc(Nc2ccc(F)cc2)n1,·,-4,-7,24,i,6,-3,-14,-2,25
CC(=O)C1=NN(c2ccccc2)C(c2ccc3c(c2)OCO3)N1c1ccccc1 (stereo unspecified),·,-1,16,8,i,-3,5,-43,4,-11
CCOC(=O)c1ccc(NC(=O)c2cccc3c2C(=O)N(CC2CCCO2)C3)cc1 (stereo unspecified),-3,-6,-24,6,i,-5,-6,-24,-6,3
O=C(NCC(c1ccco1)N1CCc2ccccc2C1)C(=O)Nc1cc(F)ccc1F (stereo unspecified),0,·,-3,24,i,·,-2,·,6,7
COc1ccc(C(=O)CCNc2ccc3c(c2)OCCO3)cc1,-2,-5,·,-20,i,-5,·,-13,-1,·
CC(C)(C)S(=O)(=O)c1ccccc1C(=O)O,1,0,-8,13,i,-3,-2,-10,7,13
CCn1c(=O)cc(SCC(=O)NCc2ccc(C)cc2)c2ccccc21,-2,3,-8,10,i,-3,2,-15,-2,-14
CC12CCC(=O)N1C(C(=O)NCCN1C(=O)S/C(=C\c3ccc(OC(F)F)cc3)C1=O)CS2 (stereo unspecified),-1,·,18,19,i,·,12,·,0,10
Cc1cc(Cl)c2ccc3ccccc3c2n1,-6,-8,-3,28,i,1,-1,-12,2,2
CC(NC(=O)c1ccc(CS(C)(=O)=O)cc1)c1cccc2ccccc12 (stereo unspecified),1,3,12,2,i,0,3,2,-2,5
C(=N\Nc1nc2ccccc2[nH]1)/c1cccs1,-1,6,113*,13,i,-4,99,-121,1,-172
O=c1oc2ccccc2c(Nc2ccccc2)c1CN1CCCCC1,-2,3,28,15,i,4,10,-24,2,5
COc1cc(C2C(C(=O)c3ccc(C)o3)=C(O)C(=O)N2c2cc(C)on2)ccc1O (stereo unspecified),-1,-3,4,24,i,4,7,-16,4,5

# Three compounds from above, arranged by their value in AI-2 QS modul, ascending:
molecule,AI-2 QS modul
COc1ccc(C(=O)CCNc2ccc3c(c2)OCCO3)cc1,-20
CC(C)(C)S(=O)(=O)c1ccccc1C(=O)O,13
CC12CCC(=O)N1C(C(=O)NCCN1C(=O)S/C(=C\c3ccc(OC(F)F)cc3)C1=O)CS2 (stereo unspecified),19

# Remaining list, next part
SMILES,GSK3 alpha inh,IEC-6 tox,HSF1 activator,AI-2 QS modul,PolyA inhibitor,HSP90 inh,HSF1 inhib,KLF5 inhibitor,GSK3B inh,aSyn UTR inh
Cc1cc(C)nc(/N=C(/NC(=O)Nc2cccc(Cl)c2)Nc2ccccc2)n1,1,-2,-6,-4,i,0,7,-5,-5,13
COc1ccc(CC(=O)N[C@@H](C)C(=O)N2CCC3(CC2)NCCc2[nH]cnc23)cc1,-3,-2,1,14,i,-3,-3,-9,-1,24
CCn1cc(/C=C(\NC(=O)c2ccccc2F)C(=O)NCCCN2CCOCC2)c2ccccc21,-1,-10,-8,-3,i,-5,-6,-27,-2,-3
O=C(Nc1ccccc1F)c1ccc(Br)o1,0,-5,13,15,i,0,6,-6,2,-48
NC(=O)CCC(NC(=O)c1ccc(Cl)cc1)C(=O)O (stereo unspecified),-2,2,4,26,i,0,-3,-37,1,-15
C/C(CC(=O)NCCCN1CCOCC1)=N\NC(=O)COc1ccc(Cl)cc1,-6,0,-23,15,i,4,1,-4,-1,26
COc1ccc(S(=O)(=O)N2CC(O)CC2C(=O)Nc2cccnc2)cc1 (stereo unspecified),-1,5,23,13,i,-3,3,12,-2,5
CC(C)(C)c1cc(=O)n2c(nc3ccccc32)[nH]1,-1,0,14,23,i,0,20,-68,2,-33
CCCOC(=O)CSc1nc(N)c(C#N)c(CC)c1C#N,-2,2,8,30,i,0,3,-21,-4,-11
COc1cc(O)c(C(CC(=O)N2CCCCC2)c2ccc3c(c2)OCO3)c(OC)c1 (stereo unspecified),-1,·,13,1,·,·,20,·,0,21
O=C(NCc1ccncc1)c1cccc(S(=O)(=O)NCc2ccccc2)c1,3,-2,5,30,i,-4,1,-36,0,-8
CCCCCn1nc(C)c(/C=N/NC(=O)c2ccoc2C)c1C,-1,-4,7,16,i,2,13,-183,-5,-171
CC(C)C(=O)Nc1cccc(NC(=S)NC(=O)c2ccccc2Cl)c1,-1,-5,20,3,i,4,1,-55,-7,2
COc1ccc(-c2cn3c(C)c(C(=O)NCc4ccc5c(c4)OCO5)sc3n2)cc1,-1,0,20,12,i,2,9,-61,3,-27
Cn1cccc1-c1cc(C(=O)N/N=C/c2cc(Br)ccc2O)[nH]n1,1,12,-7,?,i,-6,-3,65*,0,71*
COc1cc(/C=N/NC(N)=O)ccc1OCC(=O)Nc1cc(C)c(C)cc1Br,-2,2,2,14,i,-3,-1,1,1,-21
CCCCC1(C(=O)OCC)CC(CN2CCOCC2)OC1=O (stereo unspecified),-25,·,-6,15,i,·,-10,·,1,0
CCCc1nc2ccc(NC(=O)c3ccco3)cc2c(=O)n1Cc1ccc(Cl)cc1,1,-7,24,22,i,3,20,-20,-4,-12
COc1ccc(NC(=O)CCCNC(=O)c2ccc(Cl)cc2)cc1OC,-3,-4,16,25,i,0,-7,-5,3,20
C#CCNC(=O)C1=C[C@@H](c2ccc(C#C)cc2)C[C@@H](OCCCCO)O1,1,·,-3,8,i,·,0,·,-1,2
CCCOc1ccc2ccccc2c1/C=N/n1c(C)nnc1-n1nc(C)cc1C,-1,12,19,16,i,3,8,-9,1,35
Cc1ccc(S(=O)(=O)N(C)C)cc1NC(=O)CCNC(=O)c1ccco1,-3,-2,-31,3,i,1,-13,-30,0,10

# By substructure, those above with a tert-butyl group
SMILES,GSK3 alpha inh,IEC-6 tox,HSF1 activator,AI-2 QS modul,PolyA inhibitor,HSP90 inh,HSF1 inhib,KLF5 inhibitor,GSK3B inh,aSyn UTR inh
CC(=O)Oc1c(S(=O)(=O)c2ccccc2)c(C)nn1C(C)(C)C,0,-1,8,11,i,2,5,-9,1,9
CC(C)(C)S(=O)(=O)c1ccccc1C(=O)O,1,0,-8,13,i,-3,-2,-10,7,13
CC(C)(C)c1cc(=O)n2c(nc3ccccc32)[nH]1,-1,0,14,23,i,0,20,-68,2,-33

# An excerpt from above, limited to GSK3 alpha inh and aSyn UTR inh.
Compound	GSK3 alpha inh	aSyn UTR inh
Cn1cccc1-c1cc(C(=O)N/N=C/c2cc(Br)ccc2O)[nH]n1	1	71*
COc1cc(/C=N/NC(N)=O)ccc1OCC(=O)Nc1cc(C)c(C)cc1Br	-2	-21
CCCCC1(C(=O)OCC)CC(CN2CCOCC2)OC1=O (stereo unspecified)	-25	0
CCCc1nc2ccc(NC(=O)c3ccco3)cc2c(=O)n1Cc1ccc(Cl)cc1	1	-12
COc1ccc(NC(=O)CCCNC(=O)c2ccc(Cl)cc2)cc1OC	-3	20

# Screening data from PubChem.
